RmlCD inh 1536 – blocks M. tuberculosis RmlC and RmlD coupled enzymes; P9WH09+P9WH11; AID 1533; inhibition, % at 3.6 µM; RmlC+RmlD coupled enzyme assay, percent inhibition; primary screen in compound mixtures; 160,000 tested, 0.03% active; in the data active means inhibition mostly above about 34%, no sharp cut-off; further: some results filed as inactive read as strong as hits
Target sequence (P9WH09 whole entry, looked up): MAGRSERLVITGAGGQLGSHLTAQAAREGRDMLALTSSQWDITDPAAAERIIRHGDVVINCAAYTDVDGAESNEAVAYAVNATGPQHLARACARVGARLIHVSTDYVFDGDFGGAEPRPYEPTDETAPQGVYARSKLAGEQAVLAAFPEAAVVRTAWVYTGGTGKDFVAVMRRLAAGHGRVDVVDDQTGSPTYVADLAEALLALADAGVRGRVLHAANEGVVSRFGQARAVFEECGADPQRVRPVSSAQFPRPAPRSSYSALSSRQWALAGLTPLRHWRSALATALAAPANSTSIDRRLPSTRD
Target sequence (P9WH11 whole entry, looked up): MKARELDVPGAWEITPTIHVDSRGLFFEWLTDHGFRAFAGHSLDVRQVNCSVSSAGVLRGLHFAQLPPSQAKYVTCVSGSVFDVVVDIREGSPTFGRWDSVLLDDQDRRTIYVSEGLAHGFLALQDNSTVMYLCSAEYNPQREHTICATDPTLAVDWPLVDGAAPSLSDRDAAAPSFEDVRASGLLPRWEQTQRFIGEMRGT
M. tuberculosis GlmU – inhibition of mycobacterial GlmU enzyme – biochemical, glucosamine-1-phosphate acetyltransferase (AID 1376). inhibition, %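 (tested at 30 µM in the primary screen)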, or IC50 in µM where a hit was titrated. M. tuberculosis GlmU acetyltransferase enzyme assay; higher % means a stronger effect. 220,000 tested, 0.25% active; in the data active means inhibition above about 13%;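 further: 0% = complete reaction with vehicle and 100% = reaction without substrate; strong numbers were not always called active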
* hit, by the source's call; nt = not tested or not shown.

Sequence of screens – RmlCD inh 1536	M. tuberculosis GlmU
CC(C)C(C(=O)Nc1ccc(S(=O)(=O)N2CCOCC2)cc1)N1C(=O)c2ccccc2C1=O (stereo not given)
 : 7	-4.6%
CCCCCC(=O)N1CCCC(c2nc(-c3ccc(OC)cc3)no2)C1 (stereo not given)
 : -2	0.1%
COc1ccc(-c2n[nH]c(=S)n2-c2ccc3c(c2)OCCO3)cc1OC
 : 9	-5.8%
CCn1cc(CNC(=O)/C=C/c2ccc([N+](=O)[O-])cc2)cn1
 : -8	0.9%
COc1ccc(/C=C/C(=O)OCC(=O)NC(=O)NC(C)(C)C)cc1
 : 19	1.4%
CCOc1cc(/C=C(\C#N)c2[nH]nc(N)c2C#N)ccc1O
 : -3	-0.6%
O=C(COC(=O)/C(=C/c1cccs1)c1cccs1)NC(c1ccccc1)c1ccccc1
 : -10	0.9%
CN(C)c1nc(N)nc(Cn2ccnc2)n1
 : nt	-2.5%
COc1ccc(C(=O)N[C@H](C(=O)OCC(=O)NC(=O)c2cccn2C)C(C)C)cc1
 : 7	-3.6%
COC(=O)C1=C(Cn2cnc3ccccc32)NC(=O)NC1c1cc(C)ccc1C (stereo not given)
 : 12	0.6%
COc1cc(NS(=O)(=O)c2ccc(NC(=S)NC(=O)c3sc4ccccc4c3Cl)cc2)nc(OC)n1
 : 9	-2.2%
Cc1ccccc1-c1nc2sc(-c3ccccc3)cc2c(=O)o1
 : 5	1.9%
CCOc1ccc(C(CC(=O)O)NC(=O)C2c3ccccc3Oc3ccccc32)cc1 (stereo not given)
 : 10	2.8%
COc1ccc(S(=O)(=O)N2CCC(NC(=O)N3CCOCC3)CC2)cc1
 : nt	-5.2%
CCCCC(=O)Nc1ccc2c(c1)nc(CCN1CCN(C)CC1)n2C
 : -9	5.9%
Cc1noc(C)c1COC(=O)C1CC(O)CN1S(=O)(=O)c1ccc(Cl)cc1 (stereo not given)
 : -9	-6.4%
O=C(O)c1cccc(N2C(=O)/C(=C/c3ccc(SCc4ccc(Cl)cc4)o3)SC2=S)c1
 : 9	34%*
O=C(Nc1nc(COc2ccccc2)cs1)C12CC3CC(CC(C3)C1)C2
 : nt	4.2%
N#Cc1ccccc1Cn1cc(C(=O)c2cccs2)c2ccccc21
 : 10	-0.9%
COc1ccccc1N(CCC#N)C(=O)CSc1ccc2c(c1)OCCO2
 : nt	-2.6%
CCn1c(COc2ccc(C)cc2)nc2ccccc21
 : 0	-0.8%
CCCn1nc(NC(=O)C2CCCO2)c2cc3cccc(C)c3nc21 (stereo not given)
 : nt	11%
O=C(Nn1cnnc1)c1ccc(Cl)c([N+](=O)[O-])c1
 : 9	7.7%
O=C(CSc1ccccc1)N1CCN(C(=O)c2ccco2)CC1
 : -6	-0.1%
COC(=O)C1=C(C(=O)OC)[C@@H]2Nc3ccccc3[C@@]23C[C@@H](C(=O)OC)N(C(=O)c2cc(C)oc2C)C3=N1
 : nt	-2.0%
Cc1nnc(SCC(=O)N2CCC(c3noc4ccc(F)cc34)CC2)s1
 : 1	2.2%
Cc1nc([N+](=O)[O-])c(C(=O)OCc2ccccc2C#N)n1C
 : 4	1.3%
CCOC(=O)c1cc(-c2ccccc2)n(CCC(=O)N2CCN(c3ccccc3OC)CC2)c1C
 : 7	1.3%
CCn1c(C)cc2c(c1=O)C(c1ccccc1Br)C(C#N)=C(N)O2 (stereo not given)
 : 11	-3.2%
COc1ccc(C2C(C(=O)N3CCN(c4ccccc4F)CC3)c3ccccc3C(=O)N2C)cc1 (stereo not given)
 : 11	1.0%
Cc1nc2c(cnn2-c2ccccc2)c(=O)n1/N=C/c1ccccc1
 : -12	5.8%
CC(=O)Nc1cccc(C(=O)N/N=C/c2ccccc2F)c1
 : 1	5.2%
CCOC(=O)c1cc2c(N)c(C(=O)c3cc(C#N)c(SC)nc3C)sc2nc1C
 : -8	3.5%
CC(C)n1c(SCCCc2ccccc2)nc2c1c(=O)[nH]c(=O)n2C
 : nt	-1.2%
COc1ccc(-c2nnc(SCc3nnc(-c4ccc(Cl)cc4)o3)n2-c2ccccc2)cc1
 : nt	1.3%
Cc1ccc(NC(=O)Cn2c(/C=C/c3ccccc3)nc3ccccc32)cc1C
 : 2	3.3%
CCOC(=O)c1c(N)sc(C(N)=O)c1C
 : 5	-0.6%
CCn1c(CNc2ccc(OC)cc2)nnc1SCC(=O)N1CCCc2ccccc21
 : 19	0.2%
Cc1nc(NC(=O)CSc2nnc(Cn3nnc4ccccc43)n2C)sc1C
 : -5	-4.9%
COC(=O)c1sc2ncccc2c1OCc1c(Cl)cccc1Cl
 : -9	-2.1%
CCCCOc1ccc(CSCCNC(=S)Nc2ccccc2)cc1
 : 2	-6.0%
CC(C)OC(=O)COc1cc(O)c2c(=O)cc(-c3ccccc3)oc2c1
 : -5	-2.8%
Cc1cccc2sc(NC(=O)CSCc3ccccc3)nc12
 : nt	-1.0%
Cc1cccc(/C(N)=N/OC(=O)COc2ccc(Cl)cc2)c1
 : -3	-1.6%
CN(C(=O)CSc1ncnc2scc(-c3ccccc3)c12)C1CCS(=O)(=O)C1 (stereo not given)
 : 1	-0.2%
COc1ccc(OC)c(C2/C(=C(/O)c3ccc(C)cc3)C(=O)C(=O)N2Cc2ccco2)c1 (stereo not given)
 : -68	0.8%
Cc1nc2ccccc2nc1OCC(=O)NCC(F)(F)F
 : -5	-3.2%
COC(=O)C1=C[C@@H](C(=O)OC)[C@@H]2C3=C(C(=O)C2(C)C)[C@H](c2ccccc2)[C@@H]2C(=O)N(C)C(=O)[C@@H]2[C@@H]3C1
 : nt	1.4%
CN1CCN(/N=C/c2nc(-c3ccc(Cl)cc3)n3ccccc23)CC1
 : 4	-0.6%
CCOc1ccc(NC(=O)CN(C)C(=O)C2CCCC2)cc1OCC
 : nt	-1.9%
Cc1cc(Cl)c(S(=O)(=O)NC(C(=O)O)c2ccccc2)cc1OCC(N)=O (stereo not given)
 : nt	-3.3%
COc1ccc(/C(=C/c2ccc(OC(F)F)c(OC)c2)C(=O)O)cc1OC
 : 19	2.8%
COc1cccc(C(=O)N2CCN(C(=O)c3cccc(F)c3)CC2)c1
 : nt	1.1%
CCSc1nnc(Nc2ccc(C)cc2)s1
 : nt	-2.9%
O=C(Cc1ccccc1)c1c[nH]c(C(=O)NCCCN2CCOCC2)c1
 : -1	-0.3%
COc1cc2nc(=S)n3[nH]c(CCn4nc(C)cc4C)nc3c2cc1OC
 : -11	2.4%
Cc1ccsc1/C=C1/SC(N2CC(C)OC(C)C2)=NC1=O (stereo not given)
 : -11	4.2%
O=C(O)CC(NC(=O)OCc1ccccc1)c1ccc(Br)cc1 (stereo not given)
 : nt	1.1%
NC12CC3CC(CC(C3)C1)C2
 : nt	1.6%
O=C(NCc1ccccn1)c1ccc(CNS(=O)(=O)c2ccc(F)cc2)cc1
 : 14	1.7%

Next structures
Sequence of screens – RmlCD inh 1536	M. tuberculosis GlmU
COc1ccc(C(=O)Cn2nnc(-c3cccs3)n2)cc1
 : -10	-8.1%
CCc1ccc(N/C(N)=N/c2nc(CSc3ncccn3)cc(=O)[nH]2)cc1
 : 5	1.6%
O=C(Cc1cccs1)NNC(=S)NC(=O)c1ccc(F)c(F)c1
 : 8	1.7%
Cc1ccc(NC(=O)c2cc([N+](=O)[O-])ccc2N2CCOCC2)cc1S(=O)(=O)N(C)C
 : nt	-1.6%
COCCCNC(=O)CCC(=O)Nc1ccc2nc(N3CCOCC3)cc(C)c2c1
 : 39	5.1%
COCCn1c(SCC(=O)N(C)C2CCS(=O)(=O)C2)nc2ccccc2c1=O (stereo not given)
 : -7	-5.7%
COc1ccc(-c2nn(-c3ccccc3)cc2/C=C(\C#N)C(N)=O)cc1[N+](=O)[O-]
 : -8	1.5%

From PubChem

The list is partial; the hit share may differ from the screen's.
